All columns: NCI-60 one-dose screen, growth in % after 48 h at 10 µM unless noted; 100 = growth as untreated, 0 = no growth, -100 = all killed.
NCI/ADR-RES: NCI/ADR-RES ovarian cells; 4.4% of 81,000 active
HCT-116: HCT-116 colon cancer; 7.3% of 82,000 active; AID 1794798
NCI-H322M: NCI-H322M lung cancer; 2.7% of 80,000 active; AID 1794733
COLO 205: COLO 205 colon cancer; 7.3% of 79,000 active; AID 1794742
NCI-H522: NCI-H522 lung cancer; 8% of 78,000 active; AID 1794739
NCI-H460: NCI-H460 lung cancer; 6.8% of 82,000 active
HCT-15: HCT-15 colon cancer | 5.2% of 82,000 active
HT29: HT29 colon cancer; 7.4% of 81,000 active; AID 1794748
NCI-H226: NCI-H226 lung cancer; 3.5% of 79,000 active; AID 1794732
Active calls of the source: *; x = not tested or not shown; & = joins results of further samples. Rule for the calls: active = growth percent below 10; inactive = the rest.

[1] C[C@@H](C[C@H](CCOC(=O)N1CCOCC1)c1ccccc1)c1csc2ccccc12
[2] Cc1ccc(Sc2sc(-c3ccccc3)nc2[P+](c2ccccc2)(c2ccccc2)c2ccccc2)cc1
[3] O=C1Nc2ccc(Cl)cc2/C1=C/c1ccc(OCc2ccccn2)cc1
[4] COc1cccc(CCC(=O)c2cc3c(N)c(C(=O)Nc4ccccc4)sc3nc2C)c1
[5] CC(=O)Cc1nsc(NC(=O)c2cc(-c3cc(Cl)cc(Cl)c3)oc2C)n1
[6] O=[N+]([O-])c1cccc(C2c3sc4ccc(Cl)cc4c3Nc3nnnn32)c1 (stereo not drawn)

entry no.	1	2	3	4	5	6
NCI/ADR-RES	85	-7.7*	14	12	103	105
HCT-116	53	-14*	28	14	107	99
NCI-H322M	80	-19*	64	53	100	99
COLO 205	88	-25*	89	37	107	108
NCI-H522	69	-5.7*	66	37	87	94
NCI-H460	94	-19*	16	12	103	104
HCT-15	53	1.2*	36	18	99	108
HT29	81	3.9*	67	17	102	116
NCI-H226	72	-3.2*	1.3*	72	96	87

[7] Cc1ccc(-c2nn(-c3ccccc3)cc2/C=C/C(=O)NNC(=O)Nc2ccc(Cl)cc2)cc1
[8] Cc1ccc(-n2c(-c3cc4c([nH]c5ccccc54)c(-c4cccc(O)c4)n3)n[nH]c2=S)cc1
[9] CCC(c1ccc(O)cc1)C(CC)c1ccc(O)c(O)c1 (stereo not drawn)
[10] CS(=O)(=O)OC1C(COC(=O)c2ccccc2)OC(n2ccc(=O)[nH]c2=O)C1O (stereo not drawn)
[11] Cc1ccc2oc3nc(C)c(C(=O)NCc4ccccc4)cc3c(=O)c2c1
[12] Cc1ccc(OCc2ccccc2Cl)cc1

entry no.	7	8	9	10	11	12
NCI/ADR-RES	114	62	100	97	63	105
HCT-116	94	3.3*	91	99	61	99
NCI-H322M	98	-2.3*	92	105	77	98
COLO 205	108	18	112	104	24	109
NCI-H522	59	-40*	72	111	77	96
NCI-H460	110	4.0*	105	108	41	109
HCT-15	103	2.9*	89	115	79	102
HT29	101	-44*	95	105	95	116
NCI-H226	86	-27*	89	94	104	101

[13] C[C@H](CCCC(=O)NCC#CCN1CCN(C)CC1)[C@H]1CC[C@H]2[C@@H]3CC[C@@H]4CC(=O)CC[C@]4(C)[C@H]3CC[C@]12C
[14] NC(CSSCC(NC(=O)c1ccccc1)C(=O)O)C(=O)O (stereo not drawn)
[15] COc1ccc(/C=N/NC(=O)Cc2csc3nc(-c4ccc(Cl)cc4)cn23)c(OC)c1
[16] CNc1nc(N)cc(Nc2ccc(Br)cc2)n1
[17] Cc1ccc2c(C(C[N+](=O)[O-])c3ccccc3F)c(-c3ccccc3)[nH]c2c1 (stereo not drawn)
[18] CC(=O)c1cccc(NC(=O)c2sc3nc4c(cc3c2N)C(=O)CCC4)c1

entry no.	13	14	15	16	17	18
NCI/ADR-RES	93	106&108	63	78	24	107
HCT-116	68	105&102	83	81	26	108
NCI-H322M	98	112&95	101	109	68	111
COLO 205	95	100&102	119	99	32	100
NCI-H522	102	91&99	88	81	-17*	87
NCI-H460	96	101&114	101	91	21	108
HCT-15	79	98&98	91	92	26	94
HT29	32	102&109	103	88	6.1*	97
NCI-H226	103	100&98	95	84	59	102

[19] Nc1nnc(-c2c[nH]c3ncc(Br)cc23)c(-c2c[nH]c3ccc(Br)cc23)n1
[20] C=CCN(CC=C)S(=O)(=O)c1ccccc1
[21] O=C1CCC23OC(C(O)c4ccccc4N12)C1C(Br)=NOC13 (stereo not drawn)
[22] CC(C)CCNC(=O)Cn1ccc2ncccc2c1=O
[23] Cc1c(C(=N)C(C#N)C#N)c(=N)oc2c1ccc1ccccc12
[24] COc1cc(Cn2c(SC)nc3ccccc3c2=O)cc(OC)c1OC

entry no.	19	20	21	22	23	24
NCI/ADR-RES	53	108	106	98	84	79
HCT-116	22	107	95	116	80	82
NCI-H322M	63	105	107	114	90	90
COLO 205	0.3*	110	108	94	115	106
NCI-H522	22	92	100	94	-3.2*	71
NCI-H460	27	103	110	107	97	98
HCT-15	32	103	97	107	74	94
HT29	31	100	106	99	93	111
NCI-H226	36	102	110	108	95	75

Taken from above.
compound 2 in HT29: 3.9*
compound 7 in NCI-H226: 86

Continuation:
[25] CC(=O)Oc1ccc(O)cc1
[26] CN(C)c1ccc(/C=N/Nc2nnc3n2N=C(c2ccc(Cl)cc2)CS3)cc1
[27] CC1(C)[C@@H](O)CC[C@]2(C)[C@H]3CC[C@@H]4[C@H]5[C@H](C(=O)/C=C\c6ccc(Br)cc6)CC[C@]5(O)CC[C@@]4(C)[C@]3(C)CC[C@@H]12
[28] CC(C)(CO)NC(=O)c1ccc(C(C)(C)C)cc1
[29] NC(=O)c1ccsc1NC(=O)CSc1ccc(Br)cc1
[30] Nc1nc(Cl)c2c(ncn2Cc2ccc(CCl)cc2)n1

entry no.	25	26	27	28	29	30
NCI/ADR-RES	92	94	100	107	78	98
HCT-116	95	99	62	99	83	94
NCI-H322M	97	102	98	109	96	95
COLO 205	120	105	109	108	103	106
NCI-H522	33	87	x	102	77	76
NCI-H460	108	93	68	108	99	94
HCT-15	104	92	78	102	107	85
HT29	87	105	93	x	97	91
NCI-H226	106	85	72	100	81	94

Record cards, from the list above. Values in the order: NCI/ADR-RES, HCT-116, NCI-H322M, COLO 205, NCI-H522, NCI-H460, HCT-15, HT29, NCI-H226
`Cc1ccc(Sc2sc(-c3ccccc3)nc2[P+](c2ccccc2)(c2ccccc2)c2ccccc2)cc1` reads -7.7*, -14*, -19*, -25*, -5.7*, -19*, 1.2*, 3.9*, -3.2*
`COc1cccc(CCC(=O)c2cc3c(N)c(C(=O)Nc4ccccc4)sc3nc2C)c1` reads 12, 14, 53, 37, 37, 12, 18, 17, 72

Additional results follow:
[31] CN(Cc1cnc2nc(N)nc(N)c2n1)c1ccc(C(=O)N[C@@H](CCc2nn[nH]n2)c2nn[nH]n2)cc1
[32] CSC(=S)N/N=C(\C)c1ccccn1
[33] COCc1ccc2ccccc2n1
[34] Cn1c(=O)[nH]c(Cl)c([N+](=O)[O-])c1=O
[35] CC(=O)c1cc2c(N)c(C(=O)Nc3cccc4cnccc34)sc2nc1C
[36] O=C(Nc1nc2ccc([N+](=O)[O-])cc2s1)Nc1ccccc1Cl

entry no.	31	32	33	34	35	36
NCI/ADR-RES	40	13	110	x	105	47
HCT-116	18	9.7*	95	100	109	21
NCI-H322M	66	8.1*	96	99	112	52
COLO 205	49	24	135	112	117	40
NCI-H522	41	-3.9*	93	129	88	0.0*
NCI-H460	19	-18*	108	109	105	20
HCT-15	25	35	96	112	99	29
HT29	27	26	102	105	102	54
NCI-H226	85	5.8*	96	112	107	31

[37] COc1cc(-n2cc(C#N)c(N)c2C(C)=O)cc(OC)c1OC
[38] CCOC(=O)/C=C\c1ccc(OC)cc1
[39] C=C(C)[C@@H]1CC[C@]2(C(=O)Nc3cccnc3)CC[C@]3(C)[C@H](CC[C@@H]4[C@@](C)(CCC#N)[C@H](C(=C)C)CC[C@]43C)[C@@H]12
[40] C[N+](C)(C/C=C/c1ccccc1)Cc1ccccc1
[41] Cc1ccc(C(=O)N(C(C)C)C(C)C)cc1
[42] CC(C)c1nc2ccccc2n1CC(=O)NN

entry no.	37	38	39	40	41	42
NCI/ADR-RES	112	105	83	99	98	105
HCT-116	100	101	67	95	98	91
NCI-H322M	96	103	83	90	91	101
COLO 205	108	111	78	104	101	109
NCI-H522	88	100	83	91	96	83
NCI-H460	111	111	80	102	103	103
HCT-15	102	102	74	98	103	111
HT29	106	103	89	92	107	96
NCI-H226	103	98	85	93	x	100

[43] O=NN(CC(=O)O)Cc1ccc(Cl)cc1
[44] COc1ccc(-c2c(NC(=O)Nc3ccc(S(=O)(=O)Nc4nccs4)cc3)cnn2-c2ccc(S(N)(=O)=O)cc2)cc1
[45] Fc1ccc(NC(c2ccc(F)cc2)C2CCN(CCCCc3ccccc3)CC2)cc1 (stereo not drawn)
[46] COc1ccc2occ(C3=C(c4cn(C)c5ccccc45)C(=O)N(O)C3=O)c2c1
[47] CCCCC/C=C\C/C=C/CCCCCCCCNC(=O)Nc1ccc([N+](=O)[O-])cc1
[48] O=C1NN(C(=O)c2ccc3ccccc3c2)C(c2ccccc2)=N/C1=C\c1cn(-c2ccccc2)nc1-c1ccccc1

entry no.	43	44	45	46	47	48
NCI/ADR-RES	103	109	49	96	22	93
HCT-116	104	98	-55*	74	40	85
NCI-H322M	97	100	61	89	120	95
COLO 205	116	110	-57*	85	95	107
NCI-H522	98	99	54	43	41	94
NCI-H460	115	104	1.5*	66	84	92
HCT-15	99	113	29	96	78	107
HT29	103	103	3.9*	89	61	97
NCI-H226	96	91	74	77	93	100

[49] CCOC(=O)Nc1cc(=O)c([N+](=O)[O-])c(N)[nH]1
[50] O=C(CN1CCN(c2cc(=O)n(-c3ccccc3)c3ccccc23)CC1)Nc1ccc(Br)cc1
[51] CCCCC(CC)(CC(=N)C(C)(C)C)c1ccccc1 (stereo not drawn)
[52] Cc1ccc(Cc2c(C=O)nc(N)[nH]c2=O)c2ccccc12
[53] CCCC(=O)Nc1ccc(OCC)cc1
[54] CCCc1cc(-c2ccc(O)c(CCC)c2)ccc1O

entry no.	49	50	51	52	53	54
NCI/ADR-RES	111	95	82	103	117	62
HCT-116	109	95	87	88	105	47
NCI-H322M	97	93	80	119	105	82
COLO 205	112	102	150	95	112	116
NCI-H522	x	81	70	118	103	x
NCI-H460	105	93	94	109	105	79
HCT-15	99	86	97	101	111	44
HT29	106	96	103	x	109	109
NCI-H226	108	80	94	99	102	105

[55] CC(=O)C1=C(C)NC(SCC(=O)Nc2ccc(S(N)(=O)=O)cc2)=NC1c1ccc(Cl)cc1 (stereo not drawn)
[56] CCOC(=O)CN1CCSC1=NC(=O)c1ccc(Cl)cc1
[57] COc1cc(C2CC(c3ccc(SC)cc3)=NN2C(C)=O)cc(OC)c1OC (stereo not drawn)
[58] COc1cccc(-n2nnc(-c3nc(-c4cccs4)no3)c2N)c1
[59] COc1ccc2cc(O)ccc2c1
[60] CC(C)[C@H]1CC[C@@](C)(C(=O)OCc2ccc3c(c2)OCO3)C1

entry no.	55	56	57	58	59	60
NCI/ADR-RES	99	96	24	92	114	108
HCT-116	95	88	41	106	104	107
NCI-H322M	96	100	91	x	132	111
COLO 205	128	116	65	120	113	106
NCI-H522	87	89	35	102	88	97
NCI-H460	109	115	49	102	110	104
HCT-15	106	100	47	97	103	104
HT29	110	108	22	100	99	106
NCI-H226	90	93	85	108	96	95

[61] CC(=O)Nc1nonc1-c1nc2ccccc2n1CC#N
[62] Cc1cccc(N2CCN(C(C)C(N)=O)CC2)c1 (stereo not drawn)
[63] C=C(C)CNC(C)=S
[64] COc1cc2nc(NC3CCCC3)nc(NC3CCN(C(C)C)CC3)c2cc1OC
[65] Cc1cccc(-n2c(C)nc3ccc(N4CCCNC4=O)cc3c2=O)c1
[66] CCc1ccc(NC(=O)N[C@@H](Cc2cccc(F)c2)C(=O)N[C@@H]2C(=O)N3CCC[C@H]3C(=O)N3CCCC[C@H]3C(=O)N[C@@H](C)C(=O)N3C[C@H](C)C[C@H]3C(=O)O[C@H]2C)c(F)c1
[67] O=C(NCc1cccnc1)c1sc2cc([N+](=O)[O-])ccc2c1Cl
[68] Cc1ccc(N(C(=O)C2CCCCN2)C(C(=O)NC(C)(C)C)c2ccc(Cl)cc2)cc1 (stereo not drawn)
[69] CCCCc1cc2ccccc2c(OCCN(C)C)n1

entry no.	61	62	63	64	65	66	67	68	69
NCI/ADR-RES	105	105	97	101	103	18	96	102	99
HCT-116	106	101	81	66	102	3.6*	100	94	87
NCI-H322M	96	104	102	100	103	46	101	94	93
COLO 205	110	110	105	x	105	-26*	118	106	103
NCI-H522	107	86	88	63	96	27	97	80	88
NCI-H460	115	112	100	72	112	15	106	113	100
HCT-15	107	101	85	79	113	12	98	121	108
HT29	104	102	88	17	106	20	107	103	76
NCI-H226	100	104	99	x	97	-2.2*	97	102	101

By substructure: the entries above containing an NH in an aromatic ring (eight)
[8] Cc1ccc(-n2c(-c3cc4c([nH]c5ccccc54)c(-c4cccc(O)c4)n3)n[nH]c2=S)cc1
[10] CS(=O)(=O)OC1C(COC(=O)c2ccccc2)OC(n2ccc(=O)[nH]c2=O)C1O (stereo not drawn)
[17] Cc1ccc2c(C(C[N+](=O)[O-])c3ccccc3F)c(-c3ccccc3)[nH]c2c1 (stereo not drawn)
[19] Nc1nnc(-c2c[nH]c3ncc(Br)cc23)c(-c2c[nH]c3ccc(Br)cc23)n1
[31] CN(Cc1cnc2nc(N)nc(N)c2n1)c1ccc(C(=O)N[C@@H](CCc2nn[nH]n2)c2nn[nH]n2)cc1
[34] Cn1c(=O)[nH]c(Cl)c([N+](=O)[O-])c1=O
[49] CCOC(=O)Nc1cc(=O)c([N+](=O)[O-])c(N)[nH]1
[52] Cc1ccc(Cc2c(C=O)nc(N)[nH]c2=O)c2ccccc12

entry no.	8	10	17	19	31	34	49	52
NCI/ADR-RES	62	97	24	53	40	x	111	103
HCT-116	3.3*	99	26	22	18	100	109	88
NCI-H322M	-2.3*	105	68	63	66	99	97	119
COLO 205	18	104	32	0.3*	49	112	112	95
NCI-H522	-40*	111	-17*	22	41	129	x	118
NCI-H460	4.0*	108	21	27	19	109	105	109
HCT-15	2.9*	115	26	32	25	112	99	101
HT29	-44*	105	6.1*	31	27	105	106	x
NCI-H226	-27*	94	59	36	85	112	108	99

Source: PubChem BioAssay
